Screens as filed in PubChem.
dFosB activator: activators of delta FosB homodimer, primary screen, biochemical, fluorescence polarization, TAMRA-CDK5 oligo, single point. Protein FosB (Mus musculus), P13346. purified delta FosB; percent of positive-control signal above neutral wells. activation, % at 25 µM. actives 0.99% (n = 340,000);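 active means mean activation above about 17%, with every replicate also reaching it, limit read from the data, passing the limit was not always enough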;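 further: fluorescence polarization rise as delta FosB binds a TAMRA Cdk5 AP-1 oligo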
Target sequence (P13346 whole entry, looked up): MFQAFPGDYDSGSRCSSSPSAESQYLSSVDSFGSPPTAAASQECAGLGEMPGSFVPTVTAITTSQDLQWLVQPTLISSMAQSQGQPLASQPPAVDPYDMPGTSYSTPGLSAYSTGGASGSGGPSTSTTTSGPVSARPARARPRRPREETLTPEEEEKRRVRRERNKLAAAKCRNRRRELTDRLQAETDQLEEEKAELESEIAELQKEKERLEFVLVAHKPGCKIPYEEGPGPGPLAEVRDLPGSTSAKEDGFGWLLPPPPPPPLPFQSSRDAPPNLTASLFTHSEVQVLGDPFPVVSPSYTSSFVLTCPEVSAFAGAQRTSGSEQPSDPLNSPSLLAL
Mot1-301 SUMO: yeast Mot1-301 growth rescue at high temperature, primary screen, SUMOylation pathway inhibitor project, S. cerevisiae, ATP luminescence, 38.5C; S. cerevisiae Mot1-301 growth rescue; percent above DMSO median, 100 means doubled; growth rescue, % at 18.8 µM; actives 1% (n = 320,000);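 active means every valid replicate shows activation above 250% relative to neutral control wells; inactive means the rest, any valid replicate at or below 250%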;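 further: OY570 slx delta 5 strain wells were the positive control but not used for scaling; some compounds called inactive have numbers as strong as hits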
Cardiac RTF inh: cardiac RTF calcium sensitivity inhibitors, primary screen, biochemical, IANBD-TnC fluorescence, EC70 calcium; Troponin I, cardiac muscle (Homo sapiens) + Troponin T, cardiac muscle (Homo sapiens) + …; IANBD-labeled cardiac RTF, Ca2+ fluorescence; inhibition, % at 7.15 µM; actives 0.12% (n = 340,000);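 active means inhibition above the mean inhibition of all tested compounds plus 3 SD, cut at about 17% in these data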;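 further: assay run at fixed EC70 calcium of 1.6 mM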
Rtt109 Vps75: inhibitors of C. albicans Rtt109/Vps75 HAT, primary screen, biochemical, ThioGlo CoA-SH fluorescence, plate reader; actives 0.16% (n = 330,000); inhibition, % at 34.9 µM; AID 540336, 2011; purified Rtt109/Vps75, 4 h; Histone acetyltransferase RTT109 (Candida albicans (strain SC5314 / ATCC MYA-2876)), …;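 active means inhibition of at least 50% in every replicate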
CDK5 p35 inh: inhibitors of human CDK5/p35 kinase, primary screen, biochemical, single concentration | Recombinant CDK5/p35, ADP-Glo luminescence, 60 min | actives 0.01% (n = 330,000) | Cyclin-dependent kinase 5 (Homo sapiens) + Cyclin-dependent kinase 5 activator 1 (Homo … | inhibition, % at 10 µM;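 active means highest replicate inhibition of at least 50% and at least 75% of replicates reaching 50%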;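 further: plate controls were DMSO neutral control for no effect and GW8510 at 10 µM for full effect; many of its hits are not listed in these tables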
Keap1-Nrf2 PPI: Keap1-Nrf2 protein-protein interaction inhibitors, primary screen, biochemical, fluorescence polarization, single point; Kelch-like ECH-associated protein 1 (Homo sapiens), Q14145; Keap1 Kelch-Nrf2 peptide fluorescence polarization, 1536-well; inhibition, % at 9.4 µM; actives 0.15% (n = 340,000); in the data active means inhibition above about 12%;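 further: human Keap1 Kelch domain with fluorescein labeled Nrf2 9mer peptide probe; 0% = neutral control wells and 100% = peptide positive control; higher means more block of Keap1 binding to Nrf2 peptide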
Target sequence (Q14145 whole entry, looked up, the tested form may be a part): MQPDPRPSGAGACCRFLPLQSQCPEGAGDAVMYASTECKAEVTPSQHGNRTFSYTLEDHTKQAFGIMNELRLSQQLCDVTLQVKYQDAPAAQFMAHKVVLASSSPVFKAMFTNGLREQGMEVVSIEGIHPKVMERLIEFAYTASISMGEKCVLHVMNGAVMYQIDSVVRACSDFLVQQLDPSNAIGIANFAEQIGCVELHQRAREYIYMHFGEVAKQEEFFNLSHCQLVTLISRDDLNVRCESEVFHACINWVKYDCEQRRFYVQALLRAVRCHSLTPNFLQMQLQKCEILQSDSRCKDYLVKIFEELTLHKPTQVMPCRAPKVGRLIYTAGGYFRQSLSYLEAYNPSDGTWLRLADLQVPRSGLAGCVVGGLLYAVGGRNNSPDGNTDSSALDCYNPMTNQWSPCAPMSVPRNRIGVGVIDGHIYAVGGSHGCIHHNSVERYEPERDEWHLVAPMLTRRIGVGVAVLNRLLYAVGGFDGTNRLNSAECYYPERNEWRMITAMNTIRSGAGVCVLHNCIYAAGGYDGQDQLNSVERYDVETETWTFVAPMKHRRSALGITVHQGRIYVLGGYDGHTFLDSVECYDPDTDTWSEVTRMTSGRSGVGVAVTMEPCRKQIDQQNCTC
RTF Ca sens act: cardiac RTF calcium sensitivity activators, primary screen, biochemical, IANBD-TnC fluorescence, EC20 calcium; Troponin I, cardiac muscle (Homo sapiens) + Troponin T, cardiac muscle (Homo sapiens) + …; IANBD-labeled TnC RTF fluorescence at EC20 calcium; 0% EC20 calcium, 100% full calcium; activation, % at 7.2 µM; actives 0.24% (n = 340,000);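 active means activation above the mean over all tested compounds plus 3 SD, cut at about 30% in these data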;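 further: rise in fluorescence read as greater calcium sensitivity of cardiac thin filaments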
PfHsp90 set2: growth inhibition of PfHsp90-expressing yeast, primary screen, antimalarial PfHsp90 inhibitor project, S. cerevisiae, BacTiter-Glo luminescence, single point, set 2 | BacTiter-Glo ATP, 48 h; yeast lacking PDR1 and PDR3 efflux regulators | inhibition, % at 9.4 µM | actives 0.32% (n = 310,000) | AID 504621, 2011;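 active means every replicate shows inhibition above about 80%, whatever the replicate mean, limit read from the data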;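 further: 0% = DMSO neutral controls and 100% = 20 µM radicicol positive controls; yeast relying on Plasmodium falciparum Hsp90 in place of its own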
PvdQ inh: P. aeruginosa PvdQ acylase inhibitors, primary screen, biochemical, fluorescence, plate reader and imaging, single point | actives 0.063% (n = 340,000) | purified PvdQ acylase | inhibition, % at 10 µM | PvdQ acylase [Pseudomonas aeruginosa LESB58] | AID 488965, 2010; in the data active means inhibition above about 30%, passing the limit was not always enough;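 further: 0% = vehicle neutral wells and 100% = reference inhibitor wells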
NSD2 inh: NSD2 histone methyltransferase inhibitors, primary screen, biochemical, AlphaScreen, single concentration, set 2 | Histone-lysine N-methyltransferase NSD2 (Homo sapiens), O96028 | actives 0.54% (n = 310,000) | inhibition, % at 12.5 µM | NSD2 peptide methylation, 120 min; in the data active means inhibition above about 50%
C-LANA FP: inhibitors of KSHV C-LANA binding to DNA, primary screen, biochemical, fluorescence polarization, FAM-LBS DNA, MBP-C-LANA, single point; Kaposi's sarcoma herpesvirus LANA C-terminal domain (residues 932-1162) DNA binding; actives 0.078% (n = 340,000); inhibition, % at 9 µM;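 active means highest replicate inhibition at or above 60% at 9 µM, even if other replicates fall short; inactive means all replicates below 60% inhibition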;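 further: 0% = neutral control wells and 100% = 4 µM acridine orange control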
* hit, by the source's call; . = not tested or not shown.

SMILES	dFosB activator	Mot1-301 SUMO	Cardiac RTF inh	Rtt109 Vps75	CDK5 p35 inh	Keap1-Nrf2 PPI	RTF Ca sens act	PfHsp90 set2	PvdQ inh	NSD2 inh	C-LANA FP
O=C(O)CCNC1C=CS(=O)(=O)C1 (centres undefined)	-9.2	0.1	.	-5.5	0.5	-2.5	.	3.4	-2.7	-1.7	-0.2
CCCC1c2ccc(C)n2CCN1C(=O)Nc1ccccc1Cl (centres undefined)	-5.3	4.4	-26.5	-21.3	0.8	1.6	11.3	-15.0	-13.2	1.7	14.1
O=C(NC1CC1)c1ccc(NS(=O)(=O)c2ccccc2)cc1	-3.3	8.7	5.1	-5.3	0.0	-4.3	-3.8	-3.5	-6.6	-7.2	-0.4
Cc1csc(NC(=O)CSc2nccn2C)n1	-4.5	-2.7	-3.1	-8.3	-1.4	1.5	-3.1	-6.2	-6.4	-3.2	-0.4
O=C(COC(=O)c1cccs1)NCC1CCCO1 (centres undefined)	-0.4	.	-1.0	-9.2	1.9	-0.3	0.5	-4.0	-4.4	42.6	2.8
CCOc1ccc2ccccc2c1/C=N\NC(=O)c1ccc([N+](=O)[O-])cc1	3.3	-14.1	-5.6	20.2	0.3	-0.4	0.9	10.1	4.9	0.2	0.2
O=C1C=CC(=O)c2c(O)c(N3CCN(CCO)CC3)c(Cl)c(O)c21	-6.1	.	0.8	-3.0	5.6	38.5*	-5.7	20.5	3.1	103.2*	4.3
O=c1c2c(n3cnnc3n1C1CCCCC1)-c1ccccc1CC21CCCCC1	-5.1	-16.3	8.2	7.1	0.5	2.8	3.9	-22.9	1.6	0.7	-3.2
CCCCNS(=O)(=O)CCNCc1ccc(OC)cc1	-6.0	.	-4.3	-6.8	0.8	-1.6	-1.6	20.9	-10.9	.	0.7
CCN(CC)S(=O)(=O)c1ccc(-c2nnc(SCC(=O)N3c4ccccc4CC3C)o2)cc1 (centres undefined)	-5.5	-1.5	-6.9	12.2	3.1	-9.6	-1.8	-34.8	-8.1	-1.4	-1.7
COc1ccc2cc(C(C)C(=O)NC3CCC(O)CC3)ccc2c1 (centres undefined)	-8.0	11.4	-19.9	2.5	0.7	-4.3	12.2	-32.9	-12.7	-3.5	0.8
COc1ccc(OC(=O)c2cc3ccccc3o2)cc1	-0.1	13.3	-8.8	-10.2	1.4	4.7	3.2	-0.3	-10.7	0.1	-0.7
COC(=O)c1ccc(NCc2cc(O)ccc2O)cc1	0.5	.	-6.7	-12.1	-0.2	3.8	0.9	30.3	-0.2	3.3	0.2
Cc1[nH]c2ccccc2c1C(=O)CCl	-0.1	.	3.2	-9.5	-2.5	-11.7	1.0	-2.1	-15.0	0.1	-1.0
COC(=O)CSc1ncnc2scc(-c3ccccc3)c12	-5.7	-1.1	5.5	-9.6	-0.7	2.2	0.1	-7.1	-2.7	8.9	0.2
CCOC(=O)CNc1nc(OCC#N)nc(N2CCOCC2)n1	-5.1	-3.0	2.7	3.4	-0.4	-2.9	0.8	12.1	4.6	-3.2	1.3
O=C(NC(NC(=S)N1CCOCC1)C(Cl)(Cl)Cl)c1cccc2ccccc12 (centres undefined)	1.5	0.0	-8.1	2.6	1.3	3.5	-5.6	-83.0	7.1	-3.4	-0.6
CCOC(=O)c1ccc(/C=C2\c3ccccc3C(=O)N2c2ccccc2)cc1F	-1.9	7.0	5.2	4.7	1.0	2.6	0.3	19.3	1.8	.	4.6
Cc1cc(F)ccc1NC(=O)Cn1c(C)csc1=O	2.1	-20.6	-6.2	2.2	-1.2	-4.3	3.2	15.3	-5.6	-3.8	-0.3
O=C(NCc1ccc2c(c1)OCO2)c1cc(COc2c(F)cccc2F)on1	-8.9	6.3	-11.6	-4.2	0.5	-2.6	-4.1	-17.5	-11.2	-0.4	-0.2

The last four compounds of the part before come first, to join the parts.
SMILES	dFosB activator	Mot1-301 SUMO	Cardiac RTF inh	Rtt109 Vps75	CDK5 p35 inh	Keap1-Nrf2 PPI	RTF Ca sens act	PfHsp90 set2	PvdQ inh	NSD2 inh	C-LANA FP
O=C(NC(NC(=S)N1CCOCC1)C(Cl)(Cl)Cl)c1cccc2ccccc12 (centres undefined)	1.5	0.0	-8.1	2.6	1.3	3.5	-5.6	-83.0	7.1	-3.4	-0.6
CCOC(=O)c1ccc(/C=C2\c3ccccc3C(=O)N2c2ccccc2)cc1F	-1.9	7.0	5.2	4.7	1.0	2.6	0.3	19.3	1.8	.	4.6
Cc1cc(F)ccc1NC(=O)Cn1c(C)csc1=O	2.1	-20.6	-6.2	2.2	-1.2	-4.3	3.2	15.3	-5.6	-3.8	-0.3
O=C(NCc1ccc2c(c1)OCO2)c1cc(COc2c(F)cccc2F)on1	-8.9	6.3	-11.6	-4.2	0.5	-2.6	-4.1	-17.5	-11.2	-0.4	-0.2
CCCc1cc(=O)[nH]c(SCC)n1	-1.0	-12.3	-12.0	5.7	-1.0	-3.9	17.7	-5.8	-13.1	-2.8	-0.5
COc1ccc(-c2noc(N3CCCC(C(=O)Nc4ccc(C(C)=O)cc4)C3)n2)cc1 (centres undefined)	-3.2	-3.6	-5.2	-9.6	3.5	1.7	11.7	-0.8	-13.0	-1.2	0.1
COc1cccc(NC(=S)N2CCn3cccc3C2c2cccnc2)c1 (centres undefined)	-11.1	-4.8	5.4	-3.8	-0.4	2.4	1.9	.	7.7	12.3	1.1
COc1ccc(C)cc1NC(=O)CCc1c(C)nn(-c2ccc(N3CCCCC3)nn2)c1C	-7.4	4.0	-0.9	-7.6	0.3	-7.2	-7.5	7.3	-12.8	4.4	-1.8
CN1CCN(CCCNC(=O)c2ccc(CS(=O)(=O)c3ccc(Br)cc3)o2)CC1	1.5	13.5	5.8	-2.6	-0.2	0.9	5.6	1.4	3.1	.	1.0
O=C(COC(=O)Cc1c(Cl)cccc1Cl)Nc1ccccc1-c1ccccc1	-11.1	.	-11.3	13.6	0.4	-2.4	-0.5	11.2	3.9	-1.4	0.0
O=C(COC(=O)CCc1c[nH]c2ccccc12)NCCc1ccccc1	-11.0	-7.4	3.0	-4.8	1.4	3.0	-2.0	4.9	-15.0	1.0	-0.4
CCc1noc(C)c1C(=O)OC(C)C(=O)c1c(C)[nH]c2ccccc12 (centres undefined)	-11.5	-2.4	-0.2	1.8	-0.6	-4.7	3.0	11.9	-15.2	-1.5	0.5
O=C1OCc2nc3cc4c(cc3c(-c3ccc(F)cc3)c21)OCO4	3.1	269.3	-8.3	-3.6	-1.6	-3.1	-1.9	5.0	-17.2	-2.4	1.1
COCCNC(=O)c1cc(-c2ccncc2)nc2ccc(S(=O)(=O)N3CCOCC3)cc12	-6.6	0.4	-11.8	-4.8	1.2	-0.9	1.8	22.5	-3.3	-2.3	0.3
O=C(CCn1c(=O)oc2ccccc21)Nc1cccc(Cl)c1	-3.0	-0.9	-1.8	-1.6	0.6	-0.4	-0.8	-16.7	-15.8	.	0.7
COc1ccc(N2CCN(Cc3cc(=O)oc4ccc(Cl)cc34)CC2)cc1	-5.3	1.2	-10.0	-2.7	1.3	-4.3	-3.1	-166.8	-10.3	-1.7	0.1
Cc1ccccc1CSc1nc2c(c(=O)[nH]1)CCC2	-3.6	18.5	-5.6	-0.3	0.8	0.9	-2.2	.	4.6	-1.1	-1.1
O=C(COC(=O)C1CC2CCCC(C1)C2=O)Nc1ccc(Cl)cn1 (centres undefined)	-2.1	.	-11.9	-1.4	4.1	-1.8	2.4	18.2	-14.6	1.5	1.7
Clc1ccc(-n2ncc3c(N4CCCC4)ncnc32)cc1	-1.9	45.9	-12.7	-4.5	1.2	-1.7	5.5	5.3	7.1	.	-1.2
c1ccc(SCc2nc(-c3ccncc3)n[nH]2)nc1	-3.8	0.5	-2.1	-23.6	2.5	-5.0	2.8	9.5	8.4	-4.6	0.9
CC(=O)OCC(=O)N1CCN(c2ccc([N+](=O)[O-])cc2)CC1	-1.1	-12.0	1.7	2.8	2.2	-5.9	7.3	10.0	0.9	0.4	-1.5
COc1ccc(-c2n[nH]c(C(F)(F)F)c2-c2cc3ccccc3o2)c(O)c1	0.5	-21.7	9.4	-7.5	-0.4	2.7	-3.5	73.3	3.3	1.4	0.1
Cc1ccc(S(=O)(=O)NC(CC(C)C)C(=O)NCC(C)(C)N2CCOCC2)cc1 (centres undefined)	-9.8	-29.9	-10.8	-0.8	0.0	-0.3	4.9	.	-5.8	-2.7	-3.6
CC(C)(C)OC(=O)N[C@@H](CCCCNC(=O)OCc1ccccc1)c1nnc([C@H](CCCCNC(=O)OCc2ccccc2)NC(=O)OC(C)(C)C)o1	2.7	3.0	-7.0	4.0	-1.7	-1.8	-3.4	-19.2	9.2	.	-0.5
COCCN(CCOC)C(=O)C12CCC(C)(C(=O)C1)C2(C)C (centres undefined)	1.0	7.4	-1.8	-0.1	0.5	3.4	0.6	6.2	-4.7	2.4	0.8
O=C(Nc1ccccc1)c1cn(CCBr)cn1	-12.0	-19.7	-0.5	-4.4	0.1	-3.3	2.4	-6.8	-9.6	18.3	-0.9
CC(=O)Oc1ccc(C(=O)Nc2cccc(-c3nnc(-c4ccco4)o3)c2)cc1	15.4	-3.0	-6.2	-11.8	0.2	0.1	-3.4	4.0	-13.9	-0.1	-0.2
COc1ccccc1C(=O)NNC(=O)C(=O)NCc1ccccc1	-6.2	0.5	-4.2	4.3	0.3	1.9	0.3	-4.4	-3.9	1.5	-0.1
CCCCOC(=O)n1ccc(C(=O)Nc2ccccc2OC)n1	-10.3	229.6	5.1	6.7	-0.9	0.5	-0.7	-7.5	1.5	-4.9	-1.7
COc1cc2c(cc1OC)C(c1ccccc1)NCC2 (centres undefined)	1.9	55.3	3.4	-5.1	1.2	3.3	1.4	24.3	2.1	-1.1	1.4
CC(C)OC(=O)c1nn2c(C(F)(F)F)cc(-c3ccco3)nc2c1Cl	2.5	54.3	-4.9	-6.5	1.9	-0.1	-4.5	-9.8	-18.8	-1.5	-2.3
